# Bioassay records (PubChem BioAssay)
# m5-HT2A agonist: activates the mouse 5-HT2A serotonin receptor; P35363; CHO-K1 mHTR2A beta-arrestin complementation, luminescence; percent of 30 µM serotonin response; activation, % at 7.6 µM; hit rate 0.66% among 360,000;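 active = activation above a run cutoff, the mean activation of all tested compounds plus 3 SD, cut at about 14% in these data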;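 also: 0% = plate median of compound wells and 100% = 30 µM serotonin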
# PDI turbidity: inhibitors of human protein disulfide isomerase; PDI insulin aggregation turbidity, A650, 90 min; inhibition, % at 10 µM; hit rate 0.052% among 350,000; AID 588391;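 active = mean inhibition across replicates of 30% or more, whatever share of single replicates reach that level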;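 also: absorbance from insulin aggregation driven by PDI reduction with DTT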
# Target sequence (P07237 whole entry, looked up): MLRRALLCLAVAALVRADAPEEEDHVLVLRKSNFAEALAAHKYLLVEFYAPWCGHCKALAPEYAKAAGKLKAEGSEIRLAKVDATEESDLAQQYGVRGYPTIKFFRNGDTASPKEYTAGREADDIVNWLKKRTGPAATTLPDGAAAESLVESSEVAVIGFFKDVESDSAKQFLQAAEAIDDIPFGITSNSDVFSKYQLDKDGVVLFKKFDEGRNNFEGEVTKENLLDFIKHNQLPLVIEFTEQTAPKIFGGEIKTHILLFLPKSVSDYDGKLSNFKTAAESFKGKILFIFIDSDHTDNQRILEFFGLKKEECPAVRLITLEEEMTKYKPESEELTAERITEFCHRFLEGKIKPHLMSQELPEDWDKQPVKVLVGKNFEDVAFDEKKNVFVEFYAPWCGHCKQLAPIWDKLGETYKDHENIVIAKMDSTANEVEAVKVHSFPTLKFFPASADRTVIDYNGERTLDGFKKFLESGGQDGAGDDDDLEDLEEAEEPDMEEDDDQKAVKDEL
# ABCB6 inh 2: human ABCB6 transporter inhibition. K562-ABCB6 porphyrin accumulation, flow cytometry, 1 h; stronger effect = lower value. fluorescence ratio to DMSO, % at 10 µM. hit rate 0.19% among 360,000. AID 602162;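 active = fluorescence ratio to DMSO below 75%, the collection mean minus 3 SD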;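 also: signal is porphyrin accumulated inside mitochondria; 100% equals median channel fluorescence of DMSO control wells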
# CaV13 FRET inh: Primary screen for inhibitors of IQ motif and Ca2+-dependent inactivation inhibitor domain binding in CACNA1D, Förster resonance energy transfer in living cells, …. HEK cells, CFP/YFP FRET ICDI-IQ, plate reader, 10 min; percent FRET-ratio fall versus neutral wells. inhibition, % at 12.3 µM. hit rate 0.098% among 340,000. AID 743397;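 active = mean replicate inhibition of at least 30% and at least 1% of replicates passing that level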;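 also: 0% = median of the neutral control wells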
# Vif inh: inhibitors of HIV Vif. HEK293T cells, Vif self-association by quenched fluorescence, imaging, 24 h. inhibition, % at 7.49 µM. hit rate 0.35% among 340,000. AID 602346; in the data active = inhibition above about 50%, passing the limit was not always enough; also: some results filed as inactive read as strong as hits
# N-glyco inh: N-linked glycosylation inhibition; AID 588692; hit rate 0.23% among 360,000; reporter increase, % at 12.5 µM; D54 ERlucT glycosylation luciferase reporter, 24 h; percent of 100 nM tunicamycin response;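 active = mean luciferase reporter signal, scaled so untreated is 0 and the glycosylation-blocking control 100, at or above a set limit in every replicate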;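 also: luciferase carries N-glycosylation sites so blocking glycosylation raises the light; 0% = median of neutral control wells and 100% = median of 100 nM tunicamycin wells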
# aDG glyco up: alpha-DG glycosylation activation; AID 624168; hit rate 0.22% among 360,000; Pro5-aDG cells, alpha-DG glycosylation AlphaScreen (IIH6); 0% Pro5, 100% B10-LARGE cell signal; activation, % at 10 µM;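 active = activation of at least 8% versus controls, or a plate z-score of at least 8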;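 also: Pro5 are CHO cells carrying HIG-tagged alpha-DG that lacks glycosylation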
# H9c2 protect: protects H9c2 cardiomyocytes from peroxide injury | H2O2 injury protection, ATPLite, 2 h | protection from H2O2 cell death, % at 20 µM | hit rate 0.63% among 360,000;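 active = compounds giving at least 50% protection of heart cells from peroxide-induced death in the single-dose screen, raw or plate-pattern-corrected value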;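 also: 0% = DMSO wells with peroxide and 100% = DMSO wells without peroxide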
# MC4R barr agon: human MC4R agonism via beta-arrestin. U2OS MC4R beta-arrestin complementation, luminescence; percent of melanotan II response, DMSO zero. activation, % at 8.9 µM. hit rate 0.98% among 360,000;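 active = activation above a per-plate cutoff, the mean activation of sample wells on that plate plus 3 SD, cut at about 8% in these data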
# MC4R antagonist: human MC4R antagonism in cAMP assay. P32245. MC4R-expressing cells, MTII-stimulated cAMP, LANCE TR-FRET. inhibition, % at 6.5 µM. hit rate 0.48% among 360,000;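 active = inhibition above its plate's cutoff, the mean of tested wells on that plate plus 3 SD, cut at about 29% in these data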;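 also: 0% = Melanotan II alone and 100% = Melanotan II plus saturating MCL0020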
#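 Assay system: U2OS-MC4R stable cell line; Also added: Melanotan II; Technique: Eu-cAMP/anti-cAMP TR-FRET, emission 671 nm; Times: 30-min compound, 1-h challenge, 1-h detection, room temperature.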
# An asterisk follows results filed as active; . = no result given.
# Results follow in this order: ABCB6 inh 2, N-glyco inh, aDG glyco up, MC4R barr agon, Vif inh, m5-HT2A agonist, MC4R antagonist, PDI turbidity, CaV13 FRET inh, H9c2 protect
1: CC(=O)C1=C(O)C(=O)N(CCc2c[nH]c3ccccc23)C1c1ccc(C)cc1 (configuration not stated)
    104, -1, 0.0, -1.1, -28, -1, 26, 12, 5, 2
2: CN(C)CCNc1c2c(nc3nnnn13)CCCC2
    99, 1, -0.1, -2.4, -5, 1, 1, 18, -4, 2
3: Cc1nn(-c2ccccc2)c(C)c1C(=O)OCC(=O)NC(=O)NC1CCCCC1
    74*, 1, -0.1, 1.7, -1, 1, 2, -8, -2, -3
4: CCc1nnc(SCc2ccc(C(=O)OC)o2)n1N
    114, 1, 0.0, 3.0, 1, 5, -2, 14, -6, 3
5: CCOc1cc(C(=S)N2CCOCC2)ccc1O
    106, -1, -0.1, -1.2, 19, -1, -4, 1, -5, 13
6: Cc1ccc2ncccc2c1NS(=O)(=O)c1ccccc1
    99, 2, 0.1, -1.4, 17, -2, 1, 15, -4, 1
7: NC(=O)c1ccc(Sc2nnc(-c3cccs3)n2CC2CCCO2)c([N+](=O)[O-])c1 (configuration not stated)
    399, 0, -0.2, -0.2, 8, 3, 8, -10, ., -6
8: Cc1c(NC(=O)c2ccc(N3CCCC3)c([N+](=O)[O-])c2)cccc1-c1nc2ccccc2s1
    93, -2, 0.9, 1.9, -2, 0, 4, 3, -7, -5
9: CCC(NC(=O)c1ccc(C#CC2(O)CCCCC2)cc1)C(=O)O (configuration not stated)
    97, 1, -0.1, -0.1, -2, 4, -3, 16, -4, -2
10: CCOc1ccc(NC(=O)CN(C)C(=O)c2cccc(S(=O)(=O)N3CCN(C)CC3)c2)cc1OCC
    97, 2, -0.2, -0.8, 4, 2, 6, 8, -6, 0
11: Cn1c(=O)c2c(ncn2CCN(CCO)Cc2ccccc2)n(C)c1=O
    84, 1, 0.1, -3.0, -16, 4, -1, -4, -4, 2
12: COc1ccc(OC)c(Nc2nc(NCc3ccco3)nc(N)c2[N+](=O)[O-])c1
    96, -4, -0.1, 5.2, 7, -2, -3, 8, -4, 12
13: CC(=O)c1c(C)[nH]c(C(=O)OCC(=O)Nc2c(C)cccc2C)c1C
    95, 2, 0.7, 3.2, -6, -3, 7, -14, -2, -17
14: CCC(=O)N1CCc2cc(Br)cc(S(=O)(=O)NCCCN(CC)Cc3ccccc3)c21
    101, 6, 0.1, 2.1, -5, -8, -2, -4, -2, 2
15: S=C(Nc1ccccc1)N1CCCCCCC1
    105, 3, 4.3, -2.6, 1, 2, 3, 2, -2, 2
16: COc1ccc([C@H]2C[C@@H](n3cc(COC(=O)c4ccccc4)nn3)[C@H](O)CN2CC2CCCCC2)cc1
    95, 1, 0.3, -0.5, -8, 1, 10, -2, -6, -21
17: COc1cccc(C2C(C#N)=C(N)N(N(C)C)C3=C2C(=O)CC(C)(C)C3)c1OC (configuration not stated)
    101, 1, -0.1, -1.6, 1, -3, 7, -1, -4, -1
18: O=C(CC12CC3CC(CC(Br)(C3)C1)C2)NC1CCCC1
    103, -1, -0.2, 0.2, 7, -8, 3, 1, -3, 5
19: CCN(C(=O)c1ccco1)c1nc(CC(=O)Nc2ccc(Cl)cc2)cs1
    100, 0, 0.5, 0.9, -7, 3, 2, 1, -11, -6
20: Cc1n[nH]c(C)c1S(=O)(=O)N1CCN(c2ccccn2)CC1
    95, 3, -0.2, -0.6, 0, 2, -1, -7, -6, 8

# 2 of the compounds above, screen by screen.
18) O=C(CC12CC3CC(CC(Br)(C3)C1)C2)NC1CCCC1
19) CCN(C(=O)c1ccco1)c1nc(CC(=O)Nc2ccc(Cl)cc2)cs1

compound no. | 18 | 19
ABCB6 inh 2 | 103 | 100
N-glyco inh | -1 | 0
aDG glyco up | -0.2 | 0.5
MC4R barr agon | 0.2 | 0.9
Vif inh | 7 | -7
m5-HT2A agonist | -8 | 3
MC4R antagonist | 3 | 2
PDI turbidity | 1 | 1
CaV13 FRET inh | -3 | -11
H9c2 protect | 5 | -6

# By substructure, the compounds so far containing a halogen
# Results follow in this order: ABCB6 inh 2, N-glyco inh, aDG glyco up, MC4R barr agon, Vif inh, m5-HT2A agonist, MC4R antagonist, PDI turbidity, CaV13 FRET inh, H9c2 protect
14: CCC(=O)N1CCc2cc(Br)cc(S(=O)(=O)NCCCN(CC)Cc3ccccc3)c21
    101, 6, 0.1, 2.1, -5, -8, -2, -4, -2, 2
18: O=C(CC12CC3CC(CC(Br)(C3)C1)C2)NC1CCCC1
    103, -1, -0.2, 0.2, 7, -8, 3, 1, -3, 5
19: CCN(C(=O)c1ccco1)c1nc(CC(=O)Nc2ccc(Cl)cc2)cs1
    100, 0, 0.5, 0.9, -7, 3, 2, 1, -11, -6

# Next part
# Results follow in this order: ABCB6 inh 2, N-glyco inh, aDG glyco up, MC4R barr agon, Vif inh, m5-HT2A agonist, MC4R antagonist, PDI turbidity, CaV13 FRET inh, H9c2 protect
21: COc1cc(C=O)ccc1OC(=O)Nc1ccccc1
    96, 2, -0.1, -1.1, -7, 0, 1, 4, -16, 1
22: CCc1ccc(NC(=O)[C@H](C)NC(=O)C2CCN(C(=O)[C@@H](NC(=O)OC(C)(C)C)C(C)C)CC2)cc1
    97, 0, 0.1, 2.5, -4, 6, 8, 5, -3, 4
23: CCOC(=O)c1ccc(-c2n[nH]c(=O)c3ccccc23)cc1
    106, -6, 0.1, -0.5, -6, 0, 3, 0, -7, 28
24: O=C(Cc1cccs1)Nc1nnc(SCC(=O)NC2CCCCC2)s1
    105, -1, 0.1, -0.9, -5, -2, -3, 2, -6, 0
25: CCC(C)NCCOc1cc(C)cc(C)c1C (configuration not stated)
    97, -1, 0.6, -1.1, 1, 1, -7, 12, -7, 2

# A run of entries taken from the entries so far, as a working copy:
# Results follow in this order: ABCB6 inh 2, N-glyco inh, aDG glyco up, MC4R barr agon, Vif inh, m5-HT2A agonist, MC4R antagonist, PDI turbidity, CaV13 FRET inh, H9c2 protect
19: CCN(C(=O)c1ccco1)c1nc(CC(=O)Nc2ccc(Cl)cc2)cs1
    100, 0, 0.5, 0.9, -7, 3, 2, 1, -11, -6
20: Cc1n[nH]c(C)c1S(=O)(=O)N1CCN(c2ccccn2)CC1
    95, 3, -0.2, -0.6, 0, 2, -1, -7, -6, 8
21: COc1cc(C=O)ccc1OC(=O)Nc1ccccc1
    96, 2, -0.1, -1.1, -7, 0, 1, 4, -16, 1
22: CCc1ccc(NC(=O)[C@H](C)NC(=O)C2CCN(C(=O)[C@@H](NC(=O)OC(C)(C)C)C(C)C)CC2)cc1
    97, 0, 0.1, 2.5, -4, 6, 8, 5, -3, 4

# Not a hit list; about 3.6% have a hit in one of these screens.
